SNCA expr inhib: SNCA gene expression inhibition. 0.17% of 140,000 active. HEK-293 SNCA-luciferase knock-in, luminescence, 24 h. Potency, µM (highest dose often 57.2 µM), for inactives: top-dose activity change, negative = inhibition, most hits filed as inhibitors;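 note: potency is the fitted concentration of half-maximal effect; plate controls were DMSO cells for no effect and cell-free wells for full effect; nearly all actives have a fitted effect of over 45% in size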
3T3 cytotox: cytotoxic compounds in NIH 3T3 cells; NIH 3T3 viability, CellTiter-Glo ATP luminescence, 48-72 h; AID 1345082; 4.3% of 94,000 active; Potency, µM (highest dose often 96.7 µM), for the others: at the top dose activity change, negative = cytotoxicity, actives largely listed as inhibitors; note: potency is the fitted concentration of half-maximal effect; nearly all actives have a fitted effect of over 55% in size
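Viability of NIH 3T3 cells after 48 or 72 hr compound treatment at 37 °C was assessed by CellTiter-Glo, with luminescence imaged following a 10 min room-temperature step.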
IP6K1 inhibitor: IP6K1 kinase inhibition | AID 1645851 | 0.81% of 140,000 active | IP6K1 kinase, ADP-Glo luminescence, 2 h; active compounds read low | activity change, % (series mostly up to about 58 µM); in the data active = activity change below about -25%
Target sequence (Q92551 whole entry, looked up): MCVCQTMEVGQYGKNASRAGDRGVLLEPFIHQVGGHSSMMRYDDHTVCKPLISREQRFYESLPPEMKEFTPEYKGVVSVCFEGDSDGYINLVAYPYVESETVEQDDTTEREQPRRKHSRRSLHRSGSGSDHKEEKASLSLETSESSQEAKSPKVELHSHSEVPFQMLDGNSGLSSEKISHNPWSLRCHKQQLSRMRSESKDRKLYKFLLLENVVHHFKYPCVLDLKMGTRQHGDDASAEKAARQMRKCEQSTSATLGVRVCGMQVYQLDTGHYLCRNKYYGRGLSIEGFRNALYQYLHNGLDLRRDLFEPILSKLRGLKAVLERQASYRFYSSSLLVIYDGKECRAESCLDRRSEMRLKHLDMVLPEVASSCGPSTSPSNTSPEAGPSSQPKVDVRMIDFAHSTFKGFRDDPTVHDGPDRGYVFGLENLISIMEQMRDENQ
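ADP-Glo luminescence measures ADP made by human IP6K1 during a 2 h RT reaction with ATP/IP6 (mix at 1.3 mM/130 uM); top library doses 57.5 and 19.1 uM final.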
GPT2 inhibitor: blocks human glutamate pyruvate transaminase 2; 0.25% of 100,000 active; Potency, µM (top dose mostly 57.7 µM), for inactives: at the top dose activity change, negative = inhibition, most hits filed as inhibitors; Recombinant GPT2, coupled pyruvate oxidase/HRP Amplex Red fluorescence; note: potency is the fitted concentration of half-maximal effect; nearly all actives have a fitted effect of over 60% in size; many of its hits are not listed in these tables
Target sequence (Q8TD30 whole entry, looked up): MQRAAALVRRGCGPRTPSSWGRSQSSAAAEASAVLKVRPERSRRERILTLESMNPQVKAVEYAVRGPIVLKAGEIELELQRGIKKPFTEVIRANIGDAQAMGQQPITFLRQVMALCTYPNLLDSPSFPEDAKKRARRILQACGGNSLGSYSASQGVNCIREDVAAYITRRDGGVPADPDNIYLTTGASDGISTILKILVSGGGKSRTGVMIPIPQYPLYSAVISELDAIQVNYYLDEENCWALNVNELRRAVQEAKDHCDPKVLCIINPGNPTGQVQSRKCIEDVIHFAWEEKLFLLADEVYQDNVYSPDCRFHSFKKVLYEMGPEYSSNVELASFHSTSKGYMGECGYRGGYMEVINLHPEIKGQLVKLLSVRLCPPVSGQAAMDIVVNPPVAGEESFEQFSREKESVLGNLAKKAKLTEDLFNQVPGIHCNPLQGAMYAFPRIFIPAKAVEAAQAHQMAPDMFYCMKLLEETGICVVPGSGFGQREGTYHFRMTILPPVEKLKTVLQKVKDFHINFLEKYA
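Fluorescence read-out: pyruvate from GPT2 turnover coupled to pyruvate oxidase, HRP and Amplex Red (0.2mM ThPP, 0.2U/mL PO and HRP, 50uM Amplex final). Substrates 250uM a-KG, 2mM L-alanine; enzyme 10ng/uL; 30 min RT.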
HEK293 viab: reduces viability of HEK-293 SNCA reporter cells; HEK-293-SNCA-luc viability, GF-AFC fluorescence, 24 h; Potency, µM (highest dose often 57.1 µM), for the others: at the top dose activity change, negative = cytotoxicity, usual class: cytotoxic; 0.12% of 150,000 active;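 note: potency is the fitted concentration of half-maximal effect; 0% = DMSO-treated cells and -100% = medium-only wells without cells; nearly all actives have a fitted effect of over 30% in size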
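HEK-293-SNCA-luc cells (1500/well) plated 24 h, then exposed 24 h to a dilution series; GF-AFC added 30 min at 37C, fluorescence 405/540 nm; normalised to medium-only and DMSO wells, Hill fit.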
Luciferase inh: blocks purified firefly luciferase enzyme activity. purified P. pyralis luciferase, luminescence, biochemical. AID 1347043. P08659. 2.5% of 76,000 active. Potency, µM (highest dose often 115 µM), for inactives: at the highest dose activity change, negative = inhibition, actives largely listed as inhibitors; note: potency is the fitted concentration of half-maximal effect; nearly all actives have a fitted effect of over 65% in size
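Purified P. pyralis luciferase (10nM final) in 50mM Tris acetate pH 7.5, 10mM Mg acetate, 0.01% Tween-20, 0.05% BSA with 10uM D-luciferin and 10uM ATP. Compounds titrated qHTS. Luminescence imaged on CCD.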
HEK cytotox: cytotoxic compounds in HEK 293 cells. 6.6% of 94,000 active. HEK 293 viability, ATP luminescence (CellTiter-Glo), 48-72 h. Potency, µM (doses to about 115 µM), for inactives: top-dose activity change, negative = cytotoxicity, most hits filed as inhibitors; note: potency is the fitted concentration of half-maximal effect; nearly all actives have a fitted effect of over 60% in size
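HEK 293 cells seeded at 250 cells/well were exposed to compound for 48 or 72 hr at 37 degree Celsius. Viability taken as ATP content by CellTiter-Glo luminescence.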
An asterisk follows results filed as active; i = inactive; ? = inconclusive; . = no result given; & = joins results of further samples; ! = not active in a repeat; [ ] = remark or other dose. Unless noted, calls come from the whole dose curve; as a rule, active = well fitted curve in the direction sought with a large enough effect; inconclusive = small, poorly fitted or top-dose-only effect, or another doubt; inactive = no such curve, though single readings can be large; an effect the other way counts as inactive or inconclusive. Unless noted, % is set by controls: 0 for no effect and ±100 for the full control effect. Only part of the results is shown; rates above refer to the full screens.

The line under a structure holds: SNCA expr inhib, 3T3 cytotox, IP6K1 inhibitor, GPT2 inhibitor, HEK293 viab, Luciferase inh, HEK cytotox
CN(Cc1cn(-c2ccccc2)nn1)Cc1noc2c1CCCC2
 : -9.2%, -17.7%, -9.9, 0.4%, ?, 9.9%, -24.7%
O=C1c2oc3ccccc3c(=O)c2C(c2cccc(O)c2)N1Cc1ccc(F)cc1 (configuration not stated)
 : -20.0%, ., 2.5, ., -17.5%, ., .
COC1C(=O)N(c2cccc(F)c2)C12CCN(C(=O)Nc1ccccc1)CC2 (configuration not stated)
 : -24.9%, ?, -7.7, i, -3.3%, -15.7%, -26.6%
CN(C)S(=O)(=O)Nc1ccc(-c2cn3ccsc3n2)cc1
 : 70.6%[activator], ., 0.2, ., -11.9%, ., .
Cc1nc2sccn2c(=O)c1S(=O)(=O)Nc1cc(Cl)ccc1O
 : ?, ., 28.2, ., -13.2%, ., .
Cc1ccc2nc(N3CCC(C(=O)N4CCN(c5cccc(Cl)c5)CC4)CC3)[nH]c2c1
 : -7.4%, ., -11.4, ., -4.0%, ., .
COc1cccc(CN2CCCC3(CCN(C(=O)c4ccccn4)C3)C2=O)c1OC (configuration not stated)
 : 5.2%, -9.2%, 26.0, -0.4%[11.5 µM], -4.0%, 0.7%, -5.2%
Cc1c(N)c(=O)n(-c2ccccc2)n1C
 : 48.5%[25.6 µM], ., 6.7, ?, 57.1%[23.9 µM], ., .
Cc1noc2c(NC3CCC(O)CC3)cc(-c3ccc(Cl)cc3)nc12 (configuration not stated)
 : ?, 22.4µM*, -15.6, i, -20.3%[87.6 µM], -25.1%[172 µM], 89.1µM*
Cc1ccccc1N1Cc2c(NCCc3ccccc3F)ncnc2N(C)CC1=O
 : 29.5%, ?, -12.5, 4.1%, 0.3%, 0.4%, ?
CCc1ccc(NC(=O)C2CCCN2S(=O)(=O)c2ccc3c(c2)n(C)c(=O)c(=O)n3C)cc1 (configuration not stated)
 : 22.6%, ., 34.4, ., 8.3%, ., .
CC(=O)c1ccc(NC(=O)CCc2c(C)nn(-c3ccc4nnc(C)n4n3)c2C)cc1
 : 51.8%[activator], ., 2.3, ., -2.5%, ., .
Cn1cnc2cc(-c3ccc(F)cc3)cc(C(=O)NCCc3ccccn3)c21
 : -2.2%[87.6 µM], ?, -3.5, i, 10.0%[87.6 µM], 0.2%[172 µM], -0.2%[172 µM]
Cc1cccc(-n2nc(C)c(C(=O)N3CCN(c4ccccc4)CC3)c2-n2cccc2)c1
 : 21.1%, ., 8.7, ., -1.3%, ., .
O=C(NCCCc1ccccc1)C1CCCN1C(=O)c1cccc(-c2ccccn2)c1 (configuration not stated)
 : -0.3%, -33.9%, 4.2, -10.8%, -13.9%, ., -12.0%
CCCn1c(C)cnc1CCNC(=O)C1(c2ccc(OC)cc2)CC1
 : 11.3%, -19.1%, 18.3, i, ?, ., -15.4%
COc1ccc(-n2nc(C)c([C@@H]3C=C[C@@H](NC(=O)Nc4ccccc4)C3)c2C)cc1
 : 66.9%[activator][87.6 µM], ?, -14.0, 1.3%[88.5 µM], -21.0%[87.6 µM], ?, 50.1µM*
COc1ccc(NC(=O)N2CCC3(CC2)SCC(=O)N3c2ccc(OC)cc2)cc1
 : 43.7%[activator], ?, 10.4, -23.6%, -1.5%, ?, ?
Cc1ccc(CCNC(=O)c2cnc3c(C)cccn3c2=O)cc1
 : -6.4%, ., 2.2, ., -6.6%, ., .
Cc1c(Cl)cccc1NC(=O)C1CCCN(c2nnc(-n3c(C)ccc3C)s2)C1 (configuration not stated)
 : 11.4%, ., 10.1, ., 10.0%, ., .
O=C(c1cccnc1)N1CCC2(CNc3ccccc3[S+](=O)([O-])N2)C1 (configuration not stated)
 : 27.5%, -31.7%, 4.0, i, ?, -17.9%, -27.5%
COc1cccc([S+](=O)([O-])N2CCCC(C(=O)N3CCC(c4nc5ncccc5[nH]4)C3)C2)c1 (configuration not stated)
 : -3.2%, -14.4%, 15.0, i, -5.0%, ., ?
COc1cccc(-c2cn3cc(C(=O)N(C)C)nc3s2)c1
 : ?, ?, 5.1, i, -5.0%[87.6 µM], ., ?
NCCCCC(=O)N1CCOc2c(O)cc(-c3csc4ccccc34)cc2C1
 : -15.0%, 39.8µM*, 1.0, -6.3%, -24.1%, -1.6%, 31.6µM*
COC(=O)c1ccc(NC(=O)N2CC(N(C3CCOCC3)S(C)(=O)=O)C2)cc1
 : 5.2%, -2.6%, -8.9, 3.4%, 0.9%, -5.0%, -18.0%
O=C(CCn1ccn2nc3c(c2c1=O)CCCC3)Nc1ccc(F)cc1Cl
 : -29.5%, -10.7%, 34.9, 2.9%, -0.9%, 8.0%, -2.2%
CCOc1ccc2oc(=O)cc(CN3CCN(c4ccccc4)CC3)c2c1
 : -15.2%, ., -16.8, ., 0.4%, ., .
CSc1ccc(C(=O)N2CC(=O)N(Cc3ccc(Cl)cc3)CC(O)C2)cc1 (configuration not stated)
 : ., -33.5%, 2.4, ., ., ., ?
O=C(O)c1cccc(C(=O)CCC2OC(n3cnc4c(=O)[nH]cnc43)C(O)C2O)c1 (configuration not stated)
 : ., ., -8.3, i, -19.5%[23.9 µM], ., .
CN(CCc1noc(C2CC2)n1)c1ncncc1C(=O)O
 : 11.3%, 3.9%, -8.5, -15.3%, 6.2%, 0.2%, 4.4%
COc1cccc(CNC(=O)c2cn3cc(-c4cccc(C#N)c4)sc3n2)c1
 : -27.6%, -21.0%, 5.7, i, -0.8%, ., ?
Cc1noc(C)c1[S+](=O)([O-])N1CCN(C(=O)c2nc3cccnc3n(C3CC3)c2=O)CC1
 : 26.1%, -4.7%, -13.7, -4.2%, 4.1%, ., i
CCOC(=O)c1ccc(N2C(=O)c3n[nH]c(C)c3C2c2cccc(Br)c2)cc1 (configuration not stated)
 : ?, ., 3.2, ., -7.6%, ., .
COc1ccc(CCNc2ncnc3c2CN(c2cccc(C)c2)C(=O)CN3C)cc1
 : -2.7%, ?, 29.3, ?, -12.1%, ., ?
O=C([C@@H]1C[C@H](Oc2ccccc2)CN1C(=O)c1ccco1)N1CCCC1
 : -10.2%, -19.2%, 15.6, -18.9%, -15.3%, -2.4%, -4.5%
COc1ccc(CN2CCc3oc(C)c(C(=O)N4CCN(C(C)=O)CC4)c3C2)cc1
 : 3.9%, -9.3%, 3.0, 1.2%, -1.9%, -9.5%, -5.2%
Cc1ccc(N2CC(c3nnc(NC(=O)c4ccco4)s3)CC2=O)cc1Cl (configuration not stated)
 : -15.3%, ., -4.1, ., -1.3%, ., .
Cn1ncc2c(C(=O)NCCc3ccccc3F)cc(-c3cccnc3)nc21
 : 169.7%[activator], -24.3%, 3.6, -8.2%, 0.6%, ., ?
COc1ccccc1-n1c(=O)c(C(=O)N2CCN(C(=O)Nc3ccccc3)CC2)nc2cccnc21
 : 24.8%, 0.4%, 12.7, i, 1.0%, ., -2.1%
O=C(NCc1ccc2c(c1)OCO2)C1CC(c2ccccc2)CN(C(=O)c2ccccc2F)C1 (configuration not stated)
 : 30.4%[activator], ?, 0.5, i, 3.9%, -6.9%, ?
O=c1[nH]c(C2CCCN(S(=O)(=O)c3ccccc3)C2)nc2c1nnn2Cc1ccc(OC(F)(F)F)cc1 (configuration not stated)
 : 4.3%, ., -9.5, ., 12.8%, ., .
COc1cc(O)cc2c1C(=O)OC(C)C2 (configuration not stated)
 : ., ., 8.2, 1.1%, -13.1%, ., .
COC(=O)CNC(=O)C1CN(c2cccc(OC)c2)C(=O)N1 (configuration not stated)
 : 2.0%[87.6 µM], i, -2.8, 1.7%[88.5 µM], 1.6%[87.6 µM], -5.2%[172 µM], 1.3%[172 µM]
COc1ccc2c(C)c(C(=O)N3CC(Oc4c(C)cccc4C)C3)oc2c1
 : -1.4%, -18.9%, -1.6, -7.0%[11.5 µM], 4.3%, 7.0%, -17.4%
Fc1ccc(-c2ccc3ncc(Nc4ccccn4)n3n2)cc1
 : 29.8%[87.6 µM], ?, -18.8, -19.6%[88.5 µM], 4.1%[87.6 µM], 4.9%[172 µM], 89.1µM*
Cc1ccc2c(CNCC(C)c3ccccc3)c(C(=O)O)n(Cc3ccccc3C)c2c1 (configuration not stated)
 : ?, ., -10.0, ., 1.3%, ., .
COc1ccccc1Cc1nc(C2CC(=O)N(c3ccc(F)c(Cl)c3)C2)no1 (configuration not stated)
 : 13.0%, ?, -1.2, -1.0%, -3.6%, 12.1%, ?
O=C(c1ccc(Cl)cc1)N1CCC2(CC1)Cc1ccccc1NC2=O
 : -17.4%&-21.5%, 28.2µM*!, -8.3&6.3, 1.6%&-1.2%, ?, 1.7%, ?
CCOc1ccc(NC(=O)C2CCN(c3cnn(Cc4ccccc4)c(=O)c3)C2)cc1 (configuration not stated)
 : -27.3%, -28.0%, -4.2, i, 3.5%, -1.2%, -22.1%
CCN1CC(c2ccccc2)CC2(CCN(CC(=O)N(C)CC)CC2)C1 (configuration not stated)
 : -18.0%, -21.9%, -10.4, i[11.5 µM], -9.1%, 9.2%, -17.9%

Exported bar-delimited: part of the list above
Structure | SNCA expr inhib | 3T3 cytotox | IP6K1 inhibitor | GPT2 inhibitor | HEK293 viab | Luciferase inh | HEK cytotox
O=C(NCc1ccc2c(c1)OCO2)C1CC(c2ccccc2)CN(C(=O)c2ccccc2F)C1 (configuration not stated) | 30.4%[activator] | ? | 0.5 | i | 3.9% | -6.9% | ?
O=c1[nH]c(C2CCCN(S(=O)(=O)c3ccccc3)C2)nc2c1nnn2Cc1ccc(OC(F)(F)F)cc1 (configuration not stated) | 4.3% | . | -9.5 | . | 12.8% | . | .
COc1cc(O)cc2c1C(=O)OC(C)C2 (configuration not stated) | . | . | 8.2 | 1.1% | -13.1% | . | .
COC(=O)CNC(=O)C1CN(c2cccc(OC)c2)C(=O)N1 (configuration not stated) | 2.0%[87.6 µM] | i | -2.8 | 1.7%[88.5 µM] | 1.6%[87.6 µM] | -5.2%[172 µM] | 1.3%[172 µM]
COc1ccc2c(C)c(C(=O)N3CC(Oc4c(C)cccc4C)C3)oc2c1 | -1.4% | -18.9% | -1.6 | -7.0%[11.5 µM] | 4.3% | 7.0% | -17.4%
Fc1ccc(-c2ccc3ncc(Nc4ccccn4)n3n2)cc1 | 29.8%[87.6 µM] | ? | -18.8 | -19.6%[88.5 µM] | 4.1%[87.6 µM] | 4.9%[172 µM] | 89.1µM*
Cc1ccc2c(CNCC(C)c3ccccc3)c(C(=O)O)n(Cc3ccccc3C)c2c1 (configuration not stated) | ? | . | -10.0 | . | 1.3% | . | .
COc1ccccc1Cc1nc(C2CC(=O)N(c3ccc(F)c(Cl)c3)C2)no1 (configuration not stated) | 13.0% | ? | -1.2 | -1.0% | -3.6% | 12.1% | ?
O=C(c1ccc(Cl)cc1)N1CCC2(CC1)Cc1ccccc1NC2=O | -17.4%&-21.5% | 28.2µM*! | -8.3&6.3 | 1.6%&-1.2% | ? | 1.7% | ?

Compound activity from PubChem BioAssay.
